Bioassay records: PubChem BioAssay, Johns Hopkins Ion Channel Center
hERG protect = compounds protecting human hERG from proarrhythmic drug block | Q12809 | CHO-hERG, FluxOR thallium flux, dofetilide IC70 present | activation (rescue from dofetilide block), less the hit threshold, % at 10 µM | 0.51% of 310,000 active;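 active means activation above the mean of controls blocked by dofetilide plus 5 SD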;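 further: thallium influx through hERG after potassium depolarization seen as dye fluorescence rise; in these data hits start at about 4.7%; inactives centre near -7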
RGS4 pot = potentiators or activators of RGS4 | 0.92% of 310,000 active | B-score at 10 µM | HEK293 M3R/inducible RGS4, carbachol calcium flux Fluo4; hits give low values;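 active means B-score of the integrated calcium signal more than 4 SD below the library mean, with starting fluorescence not abnormally high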;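 further: negative B-score means reduced calcium response which marks RGS4 activation or potentiation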
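Reagent: ECmax carbachol challenge; Test system: M3R-expressing HEK293 line, RGS4 induced by doxycycline; Schedule: overnight RGS4 induction, 30 min dye load 37 °C, 20 min compound RT; Detection: calcium dye Fluo4 fluorescence; Read-out: Agonist-evoked peak-minus-minimum fluorescence over baseline, integrated ratio, B score.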
MrgX1 PAM = human MrgX1 positive allosteric modulation, primary screen | 0.63% of 310,000 active | Q96LB2 | MrgX1-HEK293, Fluo-4 calcium flux, FDSS; hits give high values | B-score at 10 µM;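 active means plate-corrected calcium response at least 3 library SD above typical, normal starting fluorescence, not activating the receptor alone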;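 further: compound read alongside a low EC10 to EC30 dose of BAM8-22 agonist; peak minus trough fluorescence over baseline measured at the second addition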
Target sequence (Q96LB2 whole entry, looked up): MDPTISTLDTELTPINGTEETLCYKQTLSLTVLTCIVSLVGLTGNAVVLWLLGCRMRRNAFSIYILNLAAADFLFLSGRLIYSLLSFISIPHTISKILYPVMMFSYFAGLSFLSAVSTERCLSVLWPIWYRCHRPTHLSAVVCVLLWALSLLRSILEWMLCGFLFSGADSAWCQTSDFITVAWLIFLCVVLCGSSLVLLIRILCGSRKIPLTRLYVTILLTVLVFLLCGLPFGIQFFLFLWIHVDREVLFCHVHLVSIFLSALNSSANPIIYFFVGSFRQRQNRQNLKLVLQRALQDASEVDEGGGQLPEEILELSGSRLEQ
KCNK3 inh = human KCNK3 channel inhibition, primary screen | O14649 | B-score at 10 µM | CHO-KCNK3 thallium flux, FluxOR fluorescence; hits give low values | 0.84% of 340,000 active;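 active means B-score under library mean minus 4 SD, starting fluorescence ratio at most library mean plus 5 SD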;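 further: more negative B-score means stronger inhibition of thallium flux through KCNK3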
Target sequence (O14649 whole entry, looked up): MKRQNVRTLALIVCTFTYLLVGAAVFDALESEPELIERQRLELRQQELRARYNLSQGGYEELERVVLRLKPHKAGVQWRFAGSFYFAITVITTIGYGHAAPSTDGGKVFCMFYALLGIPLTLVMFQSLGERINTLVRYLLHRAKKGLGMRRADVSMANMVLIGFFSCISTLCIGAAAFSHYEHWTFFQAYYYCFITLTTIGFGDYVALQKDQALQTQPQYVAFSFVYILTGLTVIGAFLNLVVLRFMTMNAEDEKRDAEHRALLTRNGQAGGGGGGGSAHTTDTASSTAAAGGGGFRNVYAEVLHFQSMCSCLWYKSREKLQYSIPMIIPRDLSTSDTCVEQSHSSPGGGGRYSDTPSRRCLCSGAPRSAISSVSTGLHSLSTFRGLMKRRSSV
MrgX1 ag = human MrgX1 receptor agonism, primary screen. Q96LB2. MrgX1-HEK293 cells, Fluo-4 calcium fluorescence, agonist mode; hits give high values. B-score at 10 µM. 0.44% of 310,000 active. AID 588627;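 active means calcium response B-score plate-corrected fluorescence ratio at least 3 library SD, with starting fluorescence B-score inside 5 SD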
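Assay system: MrgX1-expressing HEK293 cells / Amount: fifteen thousand cells per well / Doses: test compound in the initial addition of three / Timing: cells plated overnight, dye loaded 0.5 h 37 °C, 0.5 h room temperature / Technique: kinetic calcium dye fluorescence, Fluo-4 NW / Control set: positive and negative controls per plate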
KCNQ1 pot = potentiators or activators of human KCNQ1 potassium channel; P51787; CHO-K1 KCNQ1, thallium flux FluxOR fluorescence; hits give high values; B-score at 10 µM; 0.35% of 310,000 active;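 active means fluorescence ratio B-score, a plate-corrected score, at least three library SD, with initial intensity B-score within 5 SD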
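Test system: CHO-K1 cells stably expressing KCNQ1 / Medium: assay buffer / Also added: depolarizing K+/Tl+ stimulus, K2SO4 and Tl2SO4 each 12.5 mM in 5x stock / Incubation: 90 min dye loading and 20 min compound exposure, both at room temperature / Signal: thallium influx via FluxOR fluorescence, kinetic imaging / Evaluation: B score of baseline-normalized fluorescence ratio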
ANO1 activ = activates or potentiates the mouse TMEM16A chloride channel; Q8BHY3; HEK293 TMEM16A/YFP-H148Q/I152L, iodide quench fluorescence; hits give low values; B-score at 10 µM; 0.3% of 340,000 active; AID 623877;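 active means fluorescence-ratio B-score plate-corrected deviation score at least 3 library SD below zero, with starting fluorescence score within 5 deviations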;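 further: channel opened by trigger with iodide after compound preincubation; score built on the fluorescence ratio of max minus min over baseline; more negative score means more quench and so TMEM16A activation or potentiation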
KCNK9 block = blocks the human KCNK9 two-pore domain potassium channel; Q9NPC2; HEK293 KCNK9, FluxOR thallium flux fluorescence; hits give low values; 1.2% of 310,000 active; AID 488922; B-score at 10 µM;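 active means ratio B-score over 3 SD below the library mean, with starting fluorescence within 5 SD of its mean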;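 further: negative B-score means less thallium flux so channel inhibition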
Target sequence (Q9NPC2 whole entry, looked up, the tested form may be a part): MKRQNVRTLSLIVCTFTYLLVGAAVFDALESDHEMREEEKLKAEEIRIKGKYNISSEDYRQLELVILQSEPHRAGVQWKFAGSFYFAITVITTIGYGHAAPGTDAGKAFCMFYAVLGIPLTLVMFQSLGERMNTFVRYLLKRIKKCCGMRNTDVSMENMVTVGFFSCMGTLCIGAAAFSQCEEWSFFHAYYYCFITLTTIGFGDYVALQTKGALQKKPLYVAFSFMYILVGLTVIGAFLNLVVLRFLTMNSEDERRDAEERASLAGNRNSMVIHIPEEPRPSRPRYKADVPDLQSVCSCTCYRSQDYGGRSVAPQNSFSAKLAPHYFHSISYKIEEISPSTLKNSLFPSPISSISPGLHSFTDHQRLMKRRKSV
KCNQ1 block = human KCNQ1 channel inhibition; B-score at 10 µM; 1.3% of 310,000 active; CHO-K1 KCNQ1, FluxOR thallium flux fluorescence; hits give high values; P51787; AID 2642;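 active means compounds whose thallium flux B-score, printed positive for inhibition, exceeds three library SD while starting fluorescence stays within three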;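 further: channel opened by potassium depolarization with thallium stimulus after 20 min compound exposure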
RGS4 block = human RGS4 inhibition; P49798; AID 463165; 0.45% of 310,000 active; B-score at 10 µM; HEK293 M3R/RGS4 inducible, Fluo-4 calcium flux; hits give high values; triggered by carbachol at its EC20;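 active means B-score, a plate-corrected calcium signal, over three deviations above library mean, with baseline fluorescence within five deviations of library mean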;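 further: RGS4 expression induced by doxycycline in cells with stable M3 receptor; B-score is computed from the integrated fluorescence ratio over baseline after carbachol; higher B-score means a larger calcium signal and so more RGS4 inhibition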
ANO1 block = inhibitors of mouse TMEM16A calcium-activated chloride channel; Q8BHY3; HEK293 TMEM16A/YFP iodide influx fluorescence, ionomycin; normalized B-score (activity score, 25-100; higher = stronger inhibition) at 10 µM; 1.2% of 310,000 active; AID 588511;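 active means ratio plate-corrected score three or more library SD toward inhibition, starting fluorescence score within five deviations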;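 further: score derived from kinetic fluorescence span divided by baseline fluorescence per well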
The depositor's hits bear a star; i = inactive; . = not tested or not shown.

SMILES | hERG protect | RGS4 pot | MrgX1 PAM | KCNK3 inh | MrgX1 ag | KCNQ1 pot | ANO1 activ | KCNK9 block | KCNQ1 block | RGS4 block | ANO1 block
CCC(C)NC(=O)CN1C(=O)CSc2ccc(S(=O)(=O)N3CCCC3)cc21 (configuration not stated) | -8.9 | i | i | i | i | i | i | i | i | i | i
Cc1ccc(S(=O)(=O)Nc2cccc(C(=O)NCC(c3ccco3)N3CCCC3)c2)cc1F (configuration not stated) | -22.3 | i | i | i | i | i | i | i | i | i | i
Cc1ccc2c(cnn2C(=O)CCC(=O)N2CCCCC2C)c1 (configuration not stated) | -11.0 | i | i | i | i | i | i | i | i | i | i
CC(=O)Nc1ccc(C(=O)OCC(=O)c2cccc([N+](=O)[O-])c2)cc1 | -8.4 | i | i | i | i | i | i | i | i | i | i
Cn1c(SCC(=O)Nc2ccc(N3CCOCC3)cc2)nnc1-c1ccccc1 | -2.6 | i | i | i | i | i | i | i | i | i | i
O=C(NC1CCN(C(=S)Nc2ccccc2Cl)CC1)C1CCCCC1 | -7.6 | i | i | i | i | i | i | i | i | i | i
CCC1=C(OC(=O)N(CC)CC)N2C(=O)OC(=NCCc3c[nH]c4ccccc34)[C@]2(C)[C@H]2C1=CC[C@H]1C(=O)N(C)C(=O)[C@H]12 | -6.9 | i | i | i | i | i | i | i | i | i | i
COC(=O)c1sc2cc(=O)n(-c3cccc(C(F)(F)F)c3)nc2c1O | -4.5 | i | i | i | i | i | i | i | i | i | i
O=C(Nc1ccccc1C(=O)Nc1ccc2c(c1)OCO2)c1ccco1 | -6.8 | i | i | i | i | i | i | i | i | i | i
CCO/C(C)=C1\N=C(c2ccc(Cl)cc2)OC1=O | -11.5 | i | i | i | i | i | i | i | i | i | i
Cc1ccc(S(=O)(=O)c2ncccc2[N+](=O)[O-])cc1 | -9.3 | i | i | i | i | i | i | i | i | i | i
CSCCC(NC(=O)c1cccc(C)c1)C(=O)OCC(=O)Nc1c(C)nn(-c2ccccc2)c1C (configuration not stated) | -15.7 | i | i | i | i | i | i | i | i | i | i
COc1ccc(CN(C)C2CCCCC2)cc1 | -12.2 | i | i | i | i | i | i | i | i | i | i
Cn1cc(C(=O)N/N=C/c2cccc(O)c2)ccc1=O | -2.5 | i | i | i | i | i | i | i | i | i | i
COc1ccc(NC(=O)C/C(C)=N/NC(=O)C(=O)NC2CCCCC2)c(OC)c1 | -6.8 | i | 9.21* | i | i | i | i | i | i | i | i
O=C(CSc1nccc(=O)[nH]1)Nc1ccc(Oc2ccccc2)cc1 | -3.9 | i | i | i | i | i | i | i | i | i | i
Cc1ccc(-c2nnc(NC(=O)Cc3ccc(F)cc3)o2)c(C)c1 | -9.7 | i | i | i | i | i | i | i | i | i | i
CCn1nc(C(=O)NNC(=O)COc2ccc(OC)cc2)c2ccccc2c1=O | -1.6 | i | i | i | i | i | i | i | i | i | i
CCOC(=O)N1CCC(NC(=O)c2ccc(OC)c(CN3CC(=O)N4CCCC4C3=O)c2)CC1 (configuration not stated) | -7.9 | i | i | i | i | i | i | i | i | i | i
CC(=O)c1cccc(N2Cc3ccccc3C2=NC(=O)CCl)c1 | -13.4 | i | i | i | i | i | i | i | i | i | i
O=C(Cc1c[nH]c2ccccc12)N/N=C/c1cccc(F)c1 | -11.4 | i | i | i | i | i | i | i | i | i | i
Cc1ccc(S(=O)(=O)N(C)C)cc1NC(=O)COc1ccc(-c2nnco2)cc1 | -13.8 | i | i | i | i | i | i | i | i | i | i
COc1ccccc1N1CCN(C(=O)CSc2ncnc3c2cnn3-c2ccc(C)c(C)c2)CC1 | -15.6 | i | i | . | i | i | . | i | i | i | i
CCOc1ccc(Oc2cc(N)cc([N+](=O)[O-])c2)cc1 | -6.0 | i | i | i | i | i | i | i | i | i | i
COc1ccccc1NC1=C(NC(C)=O)C(=O)c2ccccc2C1=O | -5.2 | i | . | i | . | i | i | i | i | i | .

Following part
SMILES | hERG protect | RGS4 pot | MrgX1 PAM | KCNK3 inh | MrgX1 ag | KCNQ1 pot | ANO1 activ | KCNK9 block | KCNQ1 block | RGS4 block | ANO1 block
CCN(CC)S(=O)(=O)c1cccc(C(=O)Nc2nncs2)c1 | -0.9 | i | i | i | i | i | i | i | i | i | i
C=CCc1c(C)nc2c(C)cccc2c1SC(=N)N | -0.2 | i | i | i | i | i | i | i | i | i | i
N=c1n(CCN2CCCC2)c2ccccc2n1CC(O)c1ccc(Cl)c(Cl)c1 (configuration not stated) | -15.4 | i | i | i | i | i | i | i | i | i | i
CCCCCCSC1=C(C#N)C(c2ccc(C)o2)CC(=O)N1 (configuration not stated) | -4.0 | i | i | i | i | i | i | i | i | i | i
Cc1ccc(O)c(NC(=O)c2onc(C)c2Cl)c1 | -8.0 | i | i | i | i | i | i | i | i | i | i
CSc1ccccc1C(=O)NCC(c1ccco1)N(C)C (configuration not stated) | -1.0 | i | i | i | i | i | i | i | i | i | i
CN(C)/C=C/C(=O)c1nnn(C2CCCCC2)c1NC1CCCCC1 | -4.8 | i | i | i | i | i | i | i | i | i | i
COC(=O)CN1C(=S)N(c2ccccc2)C(=O)C1CC(=O)Nc1ccc(Cl)cc1 (configuration not stated) | -11.6 | i | i | i | i | i | i | i | i | i | i
CC(=O)N1C(=O)N(C)C2C1N(C(C)=O)C(=O)N2C (configuration not stated) | -1.3 | i | i | i | i | i | i | i | i | i | i
COc1ccc(CCNC(=O)C/C(C)=N/NC(=O)c2cnccn2)cc1 | -3.4 | i | i | i | i | i | i | i | i | i | i
O=C(COC(=O)c1ccccn1)Nc1cc(Cl)ccc1Cl | -3.5 | i | i | i | i | i | i | i | i | i | i
COc1cc2c(cc1OC)CN(CC(O)c1ccccc1)CC2 (configuration not stated) | -12.1 | i | i | i | i | i | i | i | i | i | i
O=C1c2ccccc2CN2C(=O)c3ccccc3CN12 | -6.9 | i | i | i | i | i | i | i | i | i | i
C=CCn1c(COc2ccc(Cl)cc2)nnc1SCC(=O)c1c(N)n(C)c(=O)n(C)c1=O | -2.2 | i | i | i | i | i | i | i | i | i | i
O=[N+]([O-])c1cc(CN2CCCCCC2)ccc1O | -3.4 | i | i | i | i | i | i | i | i | i | i
CC(C)(C)C(=O)Oc1cc(N)n(S(=O)(=O)c2ccc(F)cc2)n1 | -2.9 | i | i | i | i | i | i | i | i | i | i
O=C(Nc1ccc([N+](=O)[O-])cc1)c1cn(-c2ccccc2)nc1-c1cc2ccccc2o1 | -3.6 | i | i | i | i | i | i | i | i | i | i
CCOC(=O)Cn1nc(C)n(-c2ccccc2)c1=O | -7.6 | i | i | i | i | i | i | i | i | i | i
CCOc1ccc(NC(=O)C2CCN(S(=O)(=O)c3cccs3)CC2)cc1 | -3.4 | i | i | i | i | i | i | i | i | i | i
CCc1nnc(NC(=O)c2ccc(OC)cc2OC)s1 | -8.4 | i | i | i | i | i | i | i | i | i | i
NC(=O)c1ccccc1N1CCCCC1 | -7.9 | i | i | i | i | i | i | i | i | i | i
CC1CC(C)(C)NC(=S)N1CCCC(=O)Nc1ccc2c(c1)OCCO2 (configuration not stated) | -2.4 | i | i | i | i | i | i | i | i | i | i
O=C(NCc1cccs1)C1CCN(C(=O)NCc2ccccc2)CC1 | -6.9 | i | i | i | i | i | i | i | i | i | i
NNC(=O)c1csc(CS(=O)(=O)c2ccc(Cl)cc2)n1 | -1.1 | i | i | i | i | i | i | i | i | i | i
Cc1cc(C)nc(SCCS(=O)(=O)Cc2ccccc2)n1 | -3.0 | i | i | i | i | i | i | i | i | i | i

Continued:
SMILES | hERG protect | RGS4 pot | MrgX1 PAM | KCNK3 inh | MrgX1 ag | KCNQ1 pot | ANO1 activ | KCNK9 block | KCNQ1 block | RGS4 block | ANO1 block
CC(C)CCNC(=O)c1c[nH]c2ccc(S(=O)(=O)N3CCOCC3)cc2c1=O | -1.9 | i | i | i | i | i | i | i | i | i | i
O=C(NC1CC2CCC(C1)N2C(=O)NC1CCCCC1)NC12CC3CC(CC(C3)C1)C2 (configuration not stated) | 0.1 | i | i | i | i | i | i | i | i | i | i
O=C(COc1ccccc1Cl)Nc1ccc(CN2CCCCC2)cc1 | -16.3 | i | i | i | i | i | i | i | i | i | i
Brc1ccc(Nc2nc(-c3cccnc3)cs2)cc1 | 0.8 | i | i | i | i | i | i | i | i | i | i
COc1cccc(NC(=O)Cn2nnc(C(=O)NCc3ccc4c(c3)OCO4)c2N)c1 | -9.3 | i | i | i | i | i | i | i | i | i | i
Nc1c(C(=O)NCc2ccccc2)c2nc3ccccc3nc2n1CCCN1CCOCC1 | -24.5 | i | i | i | i | i | i | i | i | i | i
COc1ccc(CNC(=O)c2sc(=S)n(-c3ccc(OC)cc3)c2N)cc1 | -4.3 | i | i | i | i | i | i | i | i | i | i
NC(=O)c1ccc(N2CCN(S(=O)(=O)c3ccccc3)CC2)c([N+](=O)[O-])c1 | -22.1 | i | i | i | i | i | i | i | i | i | i
CC(=O)NC1=C(Nc2ccc(N(C)C)cc2)C(=O)c2ccccc2C1=O | -8.2 | i | i | i | i | i | i | i | i | i | i
Nc1nc(NCC2CCCO2)nc(Nc2ccc(Cl)cc2)c1[N+](=O)[O-] (configuration not stated) | -13.3 | i | 6.83* | i | i | i | i | i | i | i | i
O=C(COc1ccc(-c2nnco2)cc1)NC1CCCc2ccccc21 (configuration not stated) | -8.0 | i | i | i | i | i | i | i | i | i | i
CCOCCCNC(=O)c1ccc(CS(=O)(=O)Cc2ccc(C)cc2)o1 | -3.6 | i | i | i | i | i | i | i | i | i | i
O=C1NC2(CCCC2)C(=O)N1Cc1cc(=O)n2ccsc2n1 | -12.6 | i | i | . | i | i | . | i | i | i | i
CCOC(=O)c1cc(-c2ccccc2)nc2ccc(C)cc12 | -14.6 | i | i | i | i | i | i | i | i | i | i
Oc1ccc(Nc2nc(Cl)nc(NCc3ccco3)n2)cc1 | -9.9 | i | i | i | i | i | i | i | i | i | i

Single values from the results shown:
In hERG protect, NC(=O)c1ccc(N2CCN(S(=O)(=O)c3ccccc3)CC2)c([N+](=O)[O-])c1 is listed with -22.1
In hERG protect, CCOCCCNC(=O)c1ccc(CS(=O)(=O)Cc2ccc(C)cc2)o1 is listed with -3.6
